tim10-1 inh: inhibits growth of tim10-1 mutant yeast; S. cerevisiae tim10-1 ts strain growth, BacTiter-Glo, 24 h; inhibition, % at 20 µM; 330,000 compounds, 2.2% hits; AID 463190;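 active = inhibition of at least 40%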;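 note: mutant grown at 25 °C; 0% = DMSO wells with yeast and 100% = wells holding no yeast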
hIAP inh: human IAP inhibition; P09923; inhibition, % at 10 µM; 330,000 compounds, 0.12% hits; purified IAP, CDP-Star luminescence, 30 min;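 active = inhibition reaching a set limit with compound at 10 µM in the primary screen, cut at about 35% in these data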;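 note: plate controls were DMSO wells with enzyme for no effect and no-enzyme buffer wells for full effect; values of inactives mirror those of a sister screen read the other way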
Apaf1 inhib: inhibitors of human Apaf-1 apoptosome | AID 489030 | inhibition, % at 20 µM | 330,000 compounds, 0.71% hits | reconstituted apoptosome caspase-3 activity, DEVD-Rh110 fluorescence; active = inhibition of at least 40% at 20 µM;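 note: plate controls were DMSO wells for no effect and DEVD-CHO caspase inhibitor wells for full effect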
Target sequence (O14727 whole entry, looked up): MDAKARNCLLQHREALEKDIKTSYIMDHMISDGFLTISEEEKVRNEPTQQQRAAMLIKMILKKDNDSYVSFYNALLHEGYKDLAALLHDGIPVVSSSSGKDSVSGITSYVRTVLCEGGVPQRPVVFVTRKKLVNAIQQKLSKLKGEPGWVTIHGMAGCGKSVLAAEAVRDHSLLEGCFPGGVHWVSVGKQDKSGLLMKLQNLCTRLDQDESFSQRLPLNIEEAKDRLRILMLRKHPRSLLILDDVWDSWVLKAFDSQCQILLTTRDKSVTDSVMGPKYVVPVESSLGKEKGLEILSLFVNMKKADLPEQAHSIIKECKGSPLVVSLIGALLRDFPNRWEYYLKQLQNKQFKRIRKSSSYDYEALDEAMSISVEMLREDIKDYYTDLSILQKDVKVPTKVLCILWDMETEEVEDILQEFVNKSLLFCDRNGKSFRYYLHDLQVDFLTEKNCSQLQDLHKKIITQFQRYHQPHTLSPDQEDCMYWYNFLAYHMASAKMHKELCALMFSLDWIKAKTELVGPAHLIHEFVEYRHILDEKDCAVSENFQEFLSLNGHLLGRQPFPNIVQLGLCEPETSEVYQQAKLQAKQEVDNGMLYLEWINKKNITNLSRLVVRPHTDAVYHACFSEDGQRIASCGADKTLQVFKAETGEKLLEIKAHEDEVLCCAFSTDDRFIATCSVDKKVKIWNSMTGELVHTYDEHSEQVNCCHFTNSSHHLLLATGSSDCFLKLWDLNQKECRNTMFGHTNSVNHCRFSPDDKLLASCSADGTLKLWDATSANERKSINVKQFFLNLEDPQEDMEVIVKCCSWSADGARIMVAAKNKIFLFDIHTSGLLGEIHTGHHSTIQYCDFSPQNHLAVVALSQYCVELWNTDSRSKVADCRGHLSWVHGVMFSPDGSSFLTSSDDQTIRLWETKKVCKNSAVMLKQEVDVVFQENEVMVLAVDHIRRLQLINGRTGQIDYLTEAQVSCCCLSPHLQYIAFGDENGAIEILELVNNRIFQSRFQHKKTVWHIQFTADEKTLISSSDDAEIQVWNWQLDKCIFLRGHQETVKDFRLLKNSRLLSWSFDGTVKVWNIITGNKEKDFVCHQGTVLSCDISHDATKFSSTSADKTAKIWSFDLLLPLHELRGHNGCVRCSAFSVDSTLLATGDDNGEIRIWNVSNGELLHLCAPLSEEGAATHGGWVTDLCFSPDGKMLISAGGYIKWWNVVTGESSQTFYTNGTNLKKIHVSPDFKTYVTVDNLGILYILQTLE
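Assay system – apoptosome proteins · Medium – Hepes buffer, pH 7.5 · Also added – cytochrome c with DEVD-Rh110 · Timing – 30 min compound preincubation, 50 min activation, room temperature · Detection – Rh110 fluorescence, excitation 480 nm, emission 540 nm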
ATG4B inh: ATG4B (human) cysteine protease inhibition; inhibition, % at 8.33 µM; 340,000 compounds, 0.51% hits; Q9Y4P1; ATG4B cleavage of LC3-PLA2, NBD-HPC fluorescence, 1 h; in the data active = inhibition above about 40%
NALP3 yeast inh: blocks the NALP3 inflammasome reconstituted in yeast. Yeast reconstituted NLRP3/ASC/caspase-1, beta-gal luminescence, 24 h. inhibition, % at 10 µM. 330,000 compounds, 0.39% hits;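 active = inhibition of 50% or more; inactive = inhibition below 50%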;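 note: plate controls were induced DMSO wells for no effect and uninduced yeast grown without galactose for full effect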
hIAP activ: increases human intestinal alkaline phosphatase activity; P09923; purified human IAP, CDP-Star luminescence, 30 min; stronger effect = higher value; 1 = vehicle-only enzyme, 0 = enzyme-free background; activation factor at 10 µM; 330,000 compounds, 0.16% hits;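 active = activation factor of the enzyme at least 2-fold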; note: the source names both 10 and 20 µM as test concentration; values of inactives mirror those of a sister screen read the other way
mIAP block: mouse IAP inhibition | purified mouse IAP, CDP-Star luminescence, 30 min | inhibition, % at 10 µM | 330,000 compounds, 0.2% hits | AID 2806;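 active = inhibition of at least 40% at 10 µM in the primary screen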;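 note: plate controls were DMSO with enzyme for no effect and no enzyme wells for full effect; values of inactives mirror those of a sister screen read the other way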
mIAP activ: mouse IAP activation; muIAP, CDP-Star luminescence, 30 min; stronger effect = higher value; 1 = vehicle-only enzyme signal, 0 = enzyme-free wells; activation factor at 10 µM; 330,000 compounds, 0.24% hits; AID 2805;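 active = activation factor of at least 2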; note: the source names both 10 and 20 µM as test concentration; values of inactives mirror those of a sister screen read the other way
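Assay system: mouse IAP enzyme / Compound: DMSO-dissolved test compounds / Timing: 30 min, room temperature / Measured by: luminescence from enzymatic CDP-Star hydrolysis / Control set: DMSO-only wells, enzyme-free buffer wells as negative control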
TIM10 inh: growth inhibitors of TIM10 yeast strain; 330,000 compounds, 1.4% hits; inhibition, % at 10 µM; S. cerevisiae TIM10 strain growth, BacTiter-Glo luminescence, 24 h; AID 463195;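 active = inhibition of 40% or more at the single tested concentration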;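 note: wild-type TIM10 isogenic control strain grown at permissive 25 °C; 0% = DMSO yeast wells and 100% = minimal medium wells without yeast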
Numbers without * were called inactive; nt = not tested or not shown.

Second line of a record: ATG4B inh, tim10-1 inh, mIAP block, hIAP inh, TIM10 inh, hIAP activ, Apaf1 inhib, NALP3 yeast inh, mIAP activ
> O=C(CNC(=O)c1ccncc1)N/N=C/c1ccccn1
  5, 7, -1, -4, -17, 1, -4, 2, 1
> S=c1[nH]nc(-c2cc3c(s2)-c2ccccc2CC3)o1
  2, 23, -1, -23, 6, 1.2, -2, -11, 1
> CC12CC(NC(=O)N1c1cccc(C(=O)NCc3ccccn3)c1)c1ccccc1O2 (centres undefined)
  -11, 22, 3, 3, 2, 0.97, -4, 7, 0.97
> O=C(NC1CCCCCC1)C1CCCN(S(=O)(=O)c2cnc[nH]2)C1 (centres undefined)
  -5, 8, 14, -4, 10, 1, -10, -8, 0.86
> O=C(Nc1nnc(-c2ccccc2SCc2ccccc2)s1)Nc1ccccc1F
  -6, 14, -3, 5, 12, 0.95, 10, -1, 1
> COc1ccc(OCc2n[nH]c(=S)n2-c2ccc(C)cc2)cc1
  -7, 31, 6, 3, 27, 0.97, 4, 12, 0.94
> COCCCNC(=O)CN(c1ccc(F)cc1)S(=O)(=O)c1ccc2c(c1)OCCO2
  1, 9, 6, -6, 7, 1.1, 0, 8, 0.94
> CCOC(=O)Cc1ccc(NC(=O)c2ccc(C(C)(C)C)cc2)cc1
  -5, 19, -6, 9, 6, 0.91, 15, 29, 1.1
> COc1ccccc1C(=O)NC(CCSC)C(=O)NNC(=O)c1csc(N2CCOCC2)n1 (centres undefined)
  -4, 11, -1, -55, 10, 1.5, 1, 2, 1
> O=C(NCc1ccc2c(c1)OCO2)c1cc2c(s1)CSC2
  -10, -9, 45*, 15, -37, 0.85, -5, 26, 0.55
> O=C(N/N=C/c1cccc(Oc2ccccc2)c1)c1ccccc1F
  nt, 33, 0, -6, 1, 1.1, 19, 40, 1
> COc1cccc(NS(=O)(=O)c2ccc3c(c2)n(C)c(=O)c(=O)n3C)c1
  -4, 12, -3, -1, -7, 1, 5, -8, 1
> COC(=O)c1nn(-c2ccccc2)c(Sc2ccc(Br)cc2)c1/C=N/O
  -13, 15, 0, -2, -9, 1, 15, 10, 1
> Cc1ccc(C)c(NS(=O)(=O)c2csc(C(N)=O)c2)c1
  5, 1, 1, -2, -13, 1, 3, 8, 0.99
> Cc1cccc(NS(=O)(=O)c2c(C)noc2C)c1
  -6, 3, 1, 0, 7, 1, 4, 13, 0.99
> Cc1ccc(OCCC(=O)Nc2ccc(S(=O)(=O)Nc3nccs3)cc2)cc1
  -9, 13, -1, 10, 4, 0.9, -9, 20, 1
> CC1CCN(C(=O)c2nc[nH]c2C(=O)N2CCC(C)CC2)CC1
  -10, -7, -1, 2, 2, 0.98, 1, 8, 1
> COc1cc2c(cc1OC)CN(CCC(C)c1ccc(Cl)cc1)CC2 (centres undefined)
  -9, -9, 2, -6, 0, 1.1, -9, 22, 0.98
> Cc1cc(=O)n2nc(N3CCCC3C(=O)Nc3ccc(C(C)C)cc3)sc2n1 (centres undefined)
  0, 6, -4, -3, 4, 1, 12, 10, 1
> O=C(CN1C(=O)c2ccccc2C1=O)N1CCN=C1c1ccccc1
  -3, -10, 4, -11, 0, 1.1, -5, 16, 0.96

An excerpt from above with just TIM10 inh and ATG4B inh.
molecule,TIM10 inh,ATG4B inh
O=C(N/N=C/c1cccc(Oc2ccccc2)c1)c1ccccc1F,1,nt
COc1cccc(NS(=O)(=O)c2ccc3c(c2)n(C)c(=O)c(=O)n3C)c1,-7,-4
COC(=O)c1nn(-c2ccccc2)c(Sc2ccc(Br)cc2)c1/C=N/O,-9,-13
Cc1ccc(C)c(NS(=O)(=O)c2csc(C(N)=O)c2)c1,-13,5
Cc1cccc(NS(=O)(=O)c2c(C)noc2C)c1,7,-6
Cc1ccc(OCCC(=O)Nc2ccc(S(=O)(=O)Nc3nccs3)cc2)cc1,4,-9

Going on with the list:
Second line of a record: ATG4B inh, tim10-1 inh, mIAP block, hIAP inh, TIM10 inh, hIAP activ, Apaf1 inhib, NALP3 yeast inh, mIAP activ
> Cn1c(=O)c2c(nc(OC/C=C/c3ccccc3)n2C)n(C)c1=O
  -1, 6, -8, -7, 10, 1.1, -30, 10, 1.1
> O=[N+]([O-])c1cc(C(F)(F)F)ccc1N1CCC(O)CC1
  -6, -1, 10, 0, -5, 1, 6, 15, 0.9
> CCOC(=O)Cn1nc(-c2ccccc2)c2cnc3ccc(CC)cc3c21
  -5, 7, -7, 16, 13, 0.84, 15, -10, 1.1
> COCCn1c(=O)c2ccccc2c2ccccc2c1=O
  0, 24, -3, -4, 18, 1, -6, -8, 1
> Cn1c(=O)oc2cc(S(=O)(=O)N3CCN(c4ccccn4)CC3)ccc21
  -1, 7, -4, 14, -3, 0.86, -6, 10, 1
> CN(CCOc1ccc(Br)cc1)C(=O)CNC(=O)c1ccc2ccccc2c1
  -32, -17, 6, 26, -38, 0.74, 28, 37, 0.94
> O=C(CSc1ccc(Cl)cc1)Nc1ncccn1
  -11, 26, 7, 6, -4, 0.94, 3, 0, 0.93
> O=C(N/C(=C\c1ccco1)C(=O)N1CCC(O)CC1)c1ccccc1
  -2, -6, 7, 6, 3, 0.94, -3, 2, 0.93
> COc1ccc(Cl)cc1C(=O)NCCCN1CCOCC1
  -4, 2, 0, -21, -1, 1.2, 0, 3, 1
> CCC(=O)Nc1ccc(C(=O)NCCCn2ccnc2)cc1
  -4, -7, 5, -5, -3, 1.1, 14, 11, 0.95
> COc1nsnc1NS(=O)(=O)c1ccc(NC(=S)NC(=O)c2ccncc2)cc1
  -3, -15, -4, 1, 4, 0.99, 2, 7, 1
> Cc1nn(-c2ccccc2)nc1C(=O)Nc1nnc(C(F)(F)F)s1
  7, 9, -2, -23, 9, 1.2, 20, 16, 1
> C/C(=N\NC(=O)NC1CCCCC1)C1CCCCC1
  -3, 17, 10, -5, 3, 1.1, 19, 4, 0.9
> COc1ccc(NC(=O)c2nc[nH]c2C(=O)NCCCCCNC(=O)OC(C)(C)C)cc1
  nt, -24, 9, -77, 7, 1.8, 4, 28, 0.91
> CC(=O)c1cc(C#N)c(Oc2ccc(Cl)cc2Cl)nc1C
  6, 12, 3, 2, -10, 0.98, 6, 16, 0.97
> COc1ccc(CCNC(=O)c2ccc(N(C)S(=O)(=O)c3ccccc3)cc2)cc1
  -4, 4, -10, -12, -4, 1.1, 13, 18, 1.1
> CCN(C(=O)COc1ccc(C(C)=O)cc1)c1cccc2ccccc12
  4, 2, -3, 13, 7, 0.87, 16, 6, 1
> CCCCCCCCOC(=O)C(NC(=O)CCC(=O)Nc1ccc(S(N)(=O)=O)cc1)C(O)c1ccccc1 (centres undefined)
  -7, 0, -4, 9, -10, 0.91, 14, -1, 1
> Cc1cc(C)c(S(=O)(=O)N2CCCC2)c(C)c1
  -3, -2, 12, -11, -3, 1.1, -5, 14, 0.88
> O=C(Nc1ccccc1C(=O)N1CCOCC1)c1ccncc1
  1, 9, 0, 5, -6, 0.95, -4, 18, 1

Some of the entries so far, as a markdown table.
| Molecule | ATG4B inh | tim10-1 inh | mIAP block | hIAP inh | TIM10 inh | hIAP activ | Apaf1 inhib | NALP3 yeast inh | mIAP activ |
| --- | --- | --- | --- | --- | --- | --- | --- | --- | --- |
| COc1cccc(NS(=O)(=O)c2ccc3c(c2)n(C)c(=O)c(=O)n3C)c1 | -4 | 12 | -3 | -1 | -7 | 1 | 5 | -8 | 1 |
| COC(=O)c1nn(-c2ccccc2)c(Sc2ccc(Br)cc2)c1/C=N/O | -13 | 15 | 0 | -2 | -9 | 1 | 15 | 10 | 1 |

(further entries)
Second line of a record: ATG4B inh, tim10-1 inh, mIAP block, hIAP inh, TIM10 inh, hIAP activ, Apaf1 inhib, NALP3 yeast inh, mIAP activ
> O=C(Cn1cnc2c(nnn2-c2ccccc2)c1=O)N1CCOCC1
  0, 6, -8, -10, 0, 1.1, 3, 19, 1.1
> Cc1cc(=O)oc(C)c1C(=O)NC12CC3CC(CC(C3)C1)C2
  -1, 6, -1, -18, 9, 1.2, 1, 13, 1
> COc1ccc(C(=O)NC(=S)N2CCN(c3ccc([N+](=O)[O-])cc3)CC2)cc1
  -1, 19, 12, -3, -7, 1, 22, 8, 0.88
> COc1cc(/C=C/C(=O)OCC(=O)NC(C)c2ccccc2)cc(OC)c1OC (centres undefined)
  -12, 7, 1, -4, -4, 1, 0, 10, 0.99
> CS(=O)(=O)CCSc1ncccc1C(=O)NCc1cccs1
  -6, -4, -9, -6, -3, 1.1, -4, -7, 1.1
> O=C(NC(=S)N(CCO)Cc1ccccc1)c1ccc(S(=O)(=O)N2CCCC2)cc1
  2, -14, 7, -9, 10, 1.1, 1, 17, 0.93
> Cc1ccc(CNC(=O)CCc2c(C)nc3c(c(C)nn3-c3ccc(C)cc3)c2C)cc1
  1, 16, -22, 8, -8, 0.92, 6, 17, 1.2
> CSCCC(NC(=O)C1CCC(C)CC1)C(=O)O (centres undefined)
  -5, 9, 0, 6, 3, 0.94, -1, -8, 1
> Cc1ccc(S(=O)(=O)N2CC(C(=O)O)Oc3ccccc32)cc1 (centres undefined)
  -6, -10, 3, 14, 19, 0.86, 1, 11, 0.97
> COC(=O)C1CSC(C(=O)OC)N1C(=O)CN1CCN(c2ccccc2)CC1 (centres undefined)
  13, 20, 1, -6, 11, 1.1, 2, 7, 0.99

Taken from the listing (3 entries):
Second line of a record: ATG4B inh, tim10-1 inh, mIAP block, hIAP inh, TIM10 inh, hIAP activ, Apaf1 inhib, NALP3 yeast inh, mIAP activ
> CSCCC(NC(=O)C1CCC(C)CC1)C(=O)O (centres undefined)
  -5, 9, 0, 6, 3, 0.94, -1, -8, 1
> Cc1ccc(S(=O)(=O)N2CC(C(=O)O)Oc3ccccc32)cc1 (centres undefined)
  -6, -10, 3, 14, 19, 0.86, 1, 11, 0.97
> COC(=O)C1CSC(C(=O)OC)N1C(=O)CN1CCN(c2ccccc2)CC1 (centres undefined)
  13, 20, 1, -6, 11, 1.1, 2, 7, 0.99

Next entries follow:
Second line of a record: ATG4B inh, tim10-1 inh, mIAP block, hIAP inh, TIM10 inh, hIAP activ, Apaf1 inhib, NALP3 yeast inh, mIAP activ
> COc1ccc(/C(O)=C2/C(=O)C(=O)N(Cc3cccnc3)C2c2ccccn2)cc1 (centres undefined)
  -9, 9, 9, 1, -7, 0.99, -8, 2, 0.91
> Cc1ccc(C(=O)N2CC3(C)CN(C(=O)c4ccc(C)cc4)CC(C)(C2)C3=O)cc1
  -2, 14, -2, 9, 10, 0.91, 4, 6, 1
> CC1CCN(c2ccccc2N)CC1
  0, 3, -5, 11, 0, 0.89, 2, 2, 1
> Cc1cc2c(NCCc3ccccc3)ncnc2s1
  2, -1, -12, 26, -28, 0.74, 5, 46, 1.1
> Cc1c(NC(=O)C2CCN(S(=O)(=O)c3cccs3)CC2)c(=O)n(-c2ccccc2)n1C
  -3, -6, 4, -2, -2, 1, -10, 5, 0.96
> CCOC(=O)N1CCC(NS(=O)(=O)c2ccc(C#N)cc2)CC1
  -6, -7, 8, 7, -2, 0.93, -6, 0, 0.92
> C=CCSc1nnc(NC(=O)c2ccc(S(=O)(=O)NCC3CCCO3)cc2)s1 (centres undefined)
  -6, 20, 13, 3, -5, 0.97, -8, 9, 0.87
> Cc1cc(C(=O)COc2ccccc2C(N)=O)c(C)n1C1CC1
  -11, -51, -3, -12, -36, 1.1, 4, 15, 1
> CCCSc1nnc(-c2ccccc2N)c(=O)[nH]1
  -3, 2, 17, 9, 1, 0.91, -17, 2, 0.83
> Cn1ncc(N=Cc2ccccc2[N+](=O)[O-])c1C(N)=O
  -5, 22, -9, -8, 2, 1.1, 6, 22, 1.1
> CCN(CC(=O)Nc1c(F)cccc1F)C(=O)c1cccc(-n2cccc2)c1
  -2, 30, 5, 12, 26, 0.89, 4, 18, 0.95
